Screening results: PubChem, Johns Hopkins Ion Channel Center
Kir21 block = inhibitors of mouse Kir2.1 inward-rectifier potassium channel; HEK293-Kir2.1, FluxOR thallium flux fluorescence; stronger effect = lower value; 310,000 tested, 0.85% active; Inward rectifier potassium channel 2 (Mus musculus), P35561; B-score at 10 µM;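 active = fluorescence ratio B-score at or below minus 3 SD of library scores, with starting-brightness B-score within 2 SD, cut at about -4.2 in these data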;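 note: channel flux triggered by added potassium and thallium sulfate stimulus; B-score of peak minus minimum fluorescence over baseline after thallium stimulus; more negative B-score means stronger Kir2.1 block with less thallium influx; some compounds called inactive have numbers as strong as hits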
Target sequence (P35561 whole entry, looked up): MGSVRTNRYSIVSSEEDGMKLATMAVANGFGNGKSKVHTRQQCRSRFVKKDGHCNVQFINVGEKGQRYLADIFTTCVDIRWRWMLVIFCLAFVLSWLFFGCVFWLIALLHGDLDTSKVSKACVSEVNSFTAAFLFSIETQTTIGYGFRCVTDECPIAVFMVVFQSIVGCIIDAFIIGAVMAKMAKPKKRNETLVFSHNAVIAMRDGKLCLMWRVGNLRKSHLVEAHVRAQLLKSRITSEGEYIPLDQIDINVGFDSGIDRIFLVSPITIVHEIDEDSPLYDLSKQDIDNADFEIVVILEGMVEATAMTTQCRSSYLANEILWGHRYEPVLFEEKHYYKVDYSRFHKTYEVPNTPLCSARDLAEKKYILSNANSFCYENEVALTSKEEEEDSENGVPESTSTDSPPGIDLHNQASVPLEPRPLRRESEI
CHT block = inhibitors of human choline transporter CHT; High affinity choline transporter 1 (Homo sapiens), Q9GZV3; CHT-expressing cells, membrane potential dye, choline response; stronger effect = lower value; B-score at 10 µM; 310,000 tested, 0.86% active;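 active = B-score over 3 SD under the library average, and starting fluorescence ratio not unusually high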;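 note: choline stimulus applied at its EC90 after an EC20 pre-addition; B-score computed on integrated fluorescence ratio after choline addition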
Target sequence (Q9GZV3 whole entry, looked up): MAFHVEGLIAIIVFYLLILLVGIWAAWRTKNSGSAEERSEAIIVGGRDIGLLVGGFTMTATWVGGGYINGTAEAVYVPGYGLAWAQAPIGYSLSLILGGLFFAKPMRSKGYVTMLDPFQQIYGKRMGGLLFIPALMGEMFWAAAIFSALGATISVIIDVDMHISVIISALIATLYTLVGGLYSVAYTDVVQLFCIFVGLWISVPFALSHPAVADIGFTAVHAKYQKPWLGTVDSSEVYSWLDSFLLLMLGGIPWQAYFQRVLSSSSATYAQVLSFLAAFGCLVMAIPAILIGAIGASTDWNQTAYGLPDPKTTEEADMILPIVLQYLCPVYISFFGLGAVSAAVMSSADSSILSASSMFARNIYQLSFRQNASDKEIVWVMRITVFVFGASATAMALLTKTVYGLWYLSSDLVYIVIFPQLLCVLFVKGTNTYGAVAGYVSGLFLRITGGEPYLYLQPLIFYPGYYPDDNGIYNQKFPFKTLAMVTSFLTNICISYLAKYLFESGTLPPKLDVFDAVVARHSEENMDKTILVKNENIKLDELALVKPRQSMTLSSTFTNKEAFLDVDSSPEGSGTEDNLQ
The depositor's hits bear a star; i = inactive; . = not tested or not shown; & = joins results of further samples. Not all compounds are listed. The share of hits here may be higher or lower than overall.

Results follow in this order: Kir21 block | CHT block
Cc1ccc(Cn2nc(C(=O)Nc3ccc(Br)cc3)cc2C)cc1
→ 0.4 | i
COc1ccc(CCNCc2sccc2C)cc1
→ 0.44 | i
COC(=O)C(O)(c1ccc2c(c1)CCCN2)C(F)(F)F (stereo unspecified)
→ 0.1 | i
O=C1OC(c2ccc([N+](=O)[O-])cc2)=N/C1=C/N1CC2CC(C1)c1cccc(=O)n1C2 (stereo unspecified)
→ -0.71 | i
CCCC(C)C1(CC)C(=O)NC(=Nc2ccc(F)cc2)NC1=O (stereo unspecified)
→ 0.83 | i
COC(=O)N(C)c1ccc(C(O)(C(=O)OC)C(F)(F)F)cc1 (stereo unspecified)
→ 0.15 | i
COc1ccc(CN2CCN(C(=O)Cc3ccccc3)CC2)c(OC)c1
→ -1.7 | i
O=C1NC(=O)C(=Cc2cc(Cl)ccc2OCc2ccc(C(=O)O)cc2)C(=O)N1
→ -0.02 | i
CCCOP(=O)(OCCC)C(NC(=O)c1ccccc1)=C(Cl)Cl
→ 2.4 | i
COc1ccc(C2=NCC(=O)N(CC(=O)NCc3ccco3)c3sc4c(c32)CCCC4)cc1
→ 0.88 | i
CC(=O)N(C1=NCCCS1)c1ccccc1F
→ 1.9 | i
CN1CCN(c2ccc([N+](=O)[O-])cc2Cl)CC1
→ -2.1 | i
C=CC1CN2CCC1CC2C(OC(C)=O)c1ccnc2ccc(OC)cc12 (stereo unspecified)
→ 0.66 | i
O=c1[nH]c(=O)n(-c2ccc(Cl)cc2)c(O)c1C=NCCN1CCCCC1
→ 2.6 | i
FC(F)(F)c1ccccc1N1CC1c1ccncc1 (stereo unspecified)
→ -0.54 | i
CCN(CC)c1ccc(N=Cc2c(O)n(-c3ccc(Cl)cc3)c(=O)[nH]c2=O)cc1
→ -0.43 | i
CN(C)C(=O)Oc1ccc2c(c1)O/C(=C\c1ccccc1)C2=O
→ 1.4 | i
COc1cc2[nH]c(=O)n(-c3ccc(C)cc3)c(=O)c2cc1OC
→ -2.1 | .
CCOC(=O)c1cn2nc(OP(=S)(OCC)OCC)cc2nc1C
→ -1.4 | i
CC[C@@H](CO)NC(=O)[C@@H]1C=C2c3cccc4c3c(cn4C)C[C@H]2N(C)C1
→ 0.16&-1 | i
Cc1cc(O)c2c(C)c(CC(=O)N3C[C@H]4C[C@@H](C3)c3cccc(=O)n3C4)c(=O)oc2c1
→ -0.82 | i
O=c1c2ccccc2nc(-c2ccco2)n1-c1ccc(Br)cc1
→ -1.2 | i
Cc1ccc2nsnc2c1-n1c(C)nc2ccccc2c1=O
→ -1.1 | i
O=C(C(=O)N1CCOCC1)c1cn(CCCOc2ccccc2)c2ccccc12
→ -0.38 | i
O=C(CN1C(=O)COc2ccccc21)N1CCC2(CC1)OCCO2
→ 1.1 | i
CCc1cc(=O)oc2c(C)c(OCC(=O)N3C[C@H]4C[C@@H](C3)c3cccc(=O)n3C4)ccc12
→ -0.27 | i
CCCCn1c(=O)c(C=Nc2cccnc2Cl)c(O)n(CCCCl)c1=O
→ -0.04 | i
CC(Cc1ccccc1Sc1ccc(O)cc1)N(C)C (stereo unspecified)
→ -2.4 | i
CC(C)OP(=O)(O)NC(=O)c1ccccc1
→ 0.35 | i
C/C(=N\N(C)c1ccccc1)c1c(O)[nH]c(=O)[nH]c1=O
→ -0.1 | i

Record cards (already shown). Values in the order: Kir21 block | CHT block
`CCN(CC)c1ccc(N=Cc2c(O)n(-c3ccc(Cl)cc3)c(=O)[nH]c2=O)cc1` reads -0.43 | i
`CN(C)C(=O)Oc1ccc2c(c1)O/C(=C\c1ccccc1)C2=O` reads 1.4 | i
`CC(C)OP(=O)(O)NC(=O)c1ccccc1` reads 0.35 | i
`O=C(C(=O)N1CCOCC1)c1cn(CCCOc2ccccc2)c2ccccc12` reads -0.38 | i
`Cc1cc(O)c2c(C)c(CC(=O)N3C[C@H]4C[C@@H](C3)c3cccc(=O)n3C4)c(=O)oc2c1` reads -0.82 | i

Later entries
Results follow in this order: Kir21 block | CHT block
CCOC(=O)C1=C(N)Oc2c(c(=O)oc3ccccc23)C12C(=O)N(C)c1ccccc12 (stereo unspecified)
→ -0.5 | i
C[C@H]1C[C@@H](C)C(=O)[C@@H]([C@H](O)CC2CC(=O)NC(=O)C2)C1
→ -0.53 | i
O=C1NC(=O)C2(Cc3ccccc3N3CCCC32)C(=O)N1c1ccc(Cl)cc1 (stereo unspecified)
→ 0.98 | i
CCN(CC)CCOC(=O)C(O)(c1ccccc1)c1ccccc1
→ . | i
CCOC(=O)c1nc2ccccc2c(=O)n1-c1ccc(C)cc1C
→ -1.7 | i
CCOC(=O)C1C2NC(=O)N(Cc3ccccc3)C1(C)Oc1c(OC)cccc12 (stereo unspecified)
→ -0.01 | i
CCN1CCN(CC(c2ccccc2)c2ccccc2)CC1
→ -1.4 | i
CCOP(=O)(C#Cc1ccccc1)C(O)c1ccc(Br)cc1 (stereo unspecified)
→ -3.3 | i
CCCC(C)n1[nH]c(=O)c2c1NC(=O)CSC2c1ccccc1 (stereo unspecified)
→ -0.86 | i
CCCCCCC(=O)c1c(O)n(-c2ccccc2OC)c(=O)[nH]c1=O (tested in a mixture with another compound)
→ 2.4 | i
Cc1cc(Br)ccc1N1C(=O)CC(=O)NC1=O
→ -0.09 | i
CN1CCN(c2c(F)cc([N+](=O)[O-])c(N)c2Br)CC1
→ -0.03 | i
O=C1NC(=O)N(c2ccc(F)cc2)C(=O)/C1=C/c1ccsc1
→ -0.79 | i
CNCC1(c2ccccc2)CCCC1
→ 0.07 | i
Cc1ccc2cc(CNCCc3ccccc3C)c(=O)[nH]c2c1
→ -0.84 | i
O=C(/C=C/c1ccc(F)cc1)NC(=S)N1C[C@H]2C[C@H](C1)c1cccc(=O)n1C2
→ 0.89 | i
CN1/C(=C\C=Nc2ccccc2)C(C)(C)c2ccccc21
→ -1.7 | i
CC12CN3CCN(CC(C3)C1O)C2 (stereo unspecified)
→ -0.14 | i
CCOc1ccccc1CN1CCCC(C(=O)c2cc(F)ccc2F)C1 (stereo unspecified)
→ -0.09 | i
O=C1NC(=S)N(c2ccccc2)C(=O)C1C(c1ccncc1)C1C(=O)NC(=S)N(c2ccccc2)C1=O (stereo unspecified)
→ 1.9 | i
COc1ccc2[nH]cc(CCN)c2c1
→ . | i
COC1CCCCC1NCCc1ccccc1 (stereo unspecified)
→ -2.3 | i
C[N+]1(C)C2CCC1CC(OC(=O)C(CO)c1ccccc1)C2 (stereo unspecified)
→ 1.1 | i
CCC(=Nc1ccc2c(c1)CCC2)c1c(O)n(C)c(=O)n(C)c1=O
→ -0.19 | i
Cc1ccc(-n2c(O)c(C=Nc3ccc(S(=O)(=O)N(C)C)cc3)c(=O)[nH]c2=O)cc1
→ 0.62 | i
CC(=NCc1cccnc1)c1c(O)n(-c2ccccc2C)c(=O)[nH]c1=O
→ -0.08 | i
O=C(c1cccn2c(=O)c3cc(Br)ccc3nc12)N1CCC2(CC1)OCCO2
→ -1.1 | i
Cc1c2cnn(CC(=O)N3CCC4(CC3)OCCO4)c(=O)c2c(C)n1Cc1ccc(F)cc1
→ 1.4 | i
Cc1cc(OCC(=O)NCC(O)c2ccccc2)c2c3c(c(=O)oc2c1)CCCC3 (stereo unspecified)
→ 1.2 | i
O=c1[nH]c(=O)n(CCC2=CCCCC2)c(O)c1C=NC1CCN(Cc2ccccc2)CC1
→ . | i

Next records follow.
structure	Kir21 block	CHT block
Cc1ccccc1-n1c(O)c(/C=N/Nc2nc3c(c(=O)n(C)c(=O)n3C)n2C)c(=O)[nH]c1=S	0.17	i
Cc1cccc(-n2c(O)c(/C=C/C=Nc3ccccc3)c(=O)[nH]c2=O)c1	-4	i
CCc1ccc2c(CN3CC=C(c4ccccc4)CC3)cc(=O)oc2c1	1.7	i
Cc1c(C=O)c2ccccc2n1Cc1ccc(F)cc1	-0.61	i
CCCCn1c(=O)c(C(=O)NC(C)c2ccccc2)c(O)c2ccccc21 (stereo unspecified)	-0.75	i
CC(=O)c1cccc(OCC(O)CN2CC=C(c3ccccc3)CC2)c1 (stereo unspecified)	-0.65	i
O=c1[nH]c(=S)n(-c2ccccc2Cl)c(O)c1C=NCCN1CCNCC1	-0.04	i
Cc1nc2ccccc2c(=O)n1-c1cccnc1	1.8	i
NC(N)=Nc1ccc2[nH]c3c(c2c1)C[C@@]1(O)[C@H]2Cc4ccc(O)c5c4[C@@]1(CCN2CC1CC1)[C@H]3O5	.	i
Cc1ccc2c(c1)N(N=O)CCC2	1.2	i
CN(C)c1ccc(/C=C2/C(=N\O)C3CCN2CC3)cc1	1.2	i
CCCN1CCCC(C(=O)c2cc(C)c(OC)c(C)c2)C1 (stereo unspecified)	-1.6	i
C=CCn1c(O)c(C(C)=NCCN2CCOCC2)c(=O)[nH]c1=O	0.94	i
CCc1c(-c2ccccc2)nc2ccccc2c1C(=O)N1CCC2(CC1)OCCO2	0.36	i
S=C1NC2(CCCCC2)NC12CCCCC2	-0.58	i
CCC(C)n1c(O)c(C=NCc2cccnc2)c(=O)[nH]c1=S (stereo unspecified)	-0.24	i
Cc1nn(Cc2ccccc2)c(C)c1C(=O)OCC(=O)Nc1ccccc1SCC#N	-0.12	i
COc1cccc(OCc2cc(C(=O)N3C[C@H]4C[C@@H](C3)c3cccc(=O)n3C4)no2)c1	-1.5	.
CC(C)(C)NC(=O)NC(=O)CN1CC=C(c2ccccc2)CC1	0	i
CCOP(=O)(OCC)C(C)(C)NC(=O)C(Cl)(Cl)Cl	-0.33	i
CCC(C)OC(=O)c1c(N)n(Cc2cccs2)c2nc3ccccc3nc12 (stereo unspecified)	0.85	i
[N-]=[N+]=NCc1cn2cccnc2n1	0.9	i
Cc1cc(NC(=O)CCC(=O)N2CCC3(CC2)OCCO3)no1	0.57	i
COc1ccc(C2NCc3ccc4c(c3-n3cccc32)OCO4)cc1O (stereo unspecified)	-0.13	i
CN1C(=O)C(=Cc2cn(CC(=O)N3CCCC3)c3ccccc23)C(=O)N(C)C1=O	0.53	i
CC(=O)N1N=C2C3CCN(CC3)C2C1c1ccc(C)cc1 (stereo unspecified)	0.66	i
COc1cc(OC)c(OC)cc1/C=C1/C(=O)NC(=O)N(Cc2ccccc2)C1=O	0.54	i
CCN(CC)c1ccc(/C=C2\C(=O)NC(=O)N(Cc3ccco3)C2=O)cc1	-1.6	i
O=[N+]([O-])c1ccc(N2CCOCC2)c2cccnc12	-0.45	i
O=C(c1ccc(Cl)cc1)C1CCCN(Cc2cccc3cnccc23)C1 (stereo unspecified)	-1.4	i
Cc1ccc(-c2nc3ccccc3c(=O)n2-c2ncccc2C)cc1	0.11	i
CCOP(=O)(OCC)C1(O)C(=O)Nc2ccccc21 (stereo unspecified)	0.52	i
O=S(=O)(c1ccccc1)N1CN2CCN(C2)C1	0.76	i
Cc1cccn2c(=O)c3c(nc12)N1CCCCC1C1(C3)C(=O)N(C)C(=O)N(C)C1=O (stereo unspecified)	0.57	i
CC(N)Cc1c[nH]c2c1ccc1ccccc12 (stereo unspecified)	-1.7	i
COc1ccc(CCNC2CCCCC2)cc1OC	1.3	i
CC12CN3CC(C)(CN(C1)C3c1ccco1)C2=O (stereo unspecified)	-1.5	i
CN1CCc2nc3sc(C(=O)NC(C)(C)C)c(N)c3cc2C1	0.05	i
COc1ccc(-n2c(O)c(C(C)=NCC3CCCO3)c(=O)[nH]c2=O)cc1 (stereo unspecified)	-0.12	i
O=P(O)(O)/C=C(\Cl)c1ccccc1	1.1	i
CC(=NCc1ccco1)c1c(O)n(-c2ccc(Cl)cc2)c(=O)[nH]c1=O	-0.73	i
COc1ccc(OCC(=O)N2CCCC(N3CCN(c4ccccc4C)CC3)C2)cc1 (stereo unspecified)	-1.7	i
O/N=C1\CCC2CN(C3CCCCC3)CC2C1 (stereo unspecified)	1.4	i
CCCCCCn1c(O)c(C=NCCN2CCOCC2)c(=O)[nH]c1=O	-0.26	i
O/N=C1/C(=C\c2ccccc2)N2CCC1CC2	2.3	i
C1=C(c2ccccc2)CCNC1	1.2	i
CCOP(=O)(OCC)C(O)c1ccc(OC)c(OC)c1 (stereo unspecified)	0	i
O=c1[nH]c(=S)n(C2CC2)c(O)c1C=Nc1cccc(C(F)(F)F)c1	-0.2	i
O=c1[nH]c(=O)n(-c2cccc(Cl)c2)c(O)c1C=NCCN1CCCCC1	0.78	i
CC1OC(NCCc2ccccc2)C(O)C(O)C1O (stereo unspecified)	-0.98	i
CCC12CN3CCN(CC(C3)C1O)C2 (stereo unspecified)	1.4	i
CCOc1cc(CNCCc2c[nH]c3ccccc23)cc(Cl)c1OCC	-7.6*	i
NC(=O)C1CCN(/C=C2\C(=O)NC(=O)N(Cc3ccco3)C2=O)CC1	-1.3	i
CS(=O)(=O)NNP(=O)(NNS(C)(=O)=O)NC(=O)c1ccc(Br)cc1	0.23	i
CCN(CC)CCCN=C(C)c1c(O)n(-c2ccc(C)cc2)c(=O)[nH]c1=O	0.74	i
CC(C(O)c1ccccc1)N(C)CCn1cnc2c1c(=O)n(C)c(=O)n2C (stereo unspecified)	-3	i
Clc1cc(Cl)cc(NC2=NCCS2)c1	1.1	i
c1ccc(NC2=NCCCS2)cc1	0.07	i
O=C1OCCN1P(=O)(c1ccccc1)c1ccccc1	-3.4	i
CCN(CC)S(=O)(=O)c1ccc(C)c(NCC(=O)Nc2ccc(C#N)c(Cl)c2)c1	-0.08	i
Cc1sc2ncn(CC(=O)NCC(=O)N3CCC4(CC3)OCCO4)c(=O)c2c1C	-0.8	i
